CHO parental Ca = signal in parental CHO cells, OX1R antagonist counter-screen | inhibition, % at 5.6 µM | parental CHO-K1, ATP-induced calcium, Fluo-8 fluorescence | actives 0.63% (n = 330,000);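 active means inhibition above that plate's mean sample inhibition plus 3 SD, cut at about 26% in these data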;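 further: 0% = ATP-challenged DMSO wells and 100% = DMSO wells without ATP; some compounds past the cut are filed as inactive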
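Test system: parental CHO cells; detection: calcium-sensitive Fluo-8 fluorescence; evaluation: percent inhibition of calcium signal; also added: ATP as calcium-mobilizing challenge; repeats: one well per compound; control set: ATP-challenged DMSO wells low, unchallenged DMSO wells high; compound: single nominal dose of 5.6 µM per compound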
CHRM1 agonist = agonists of human M1 muscarinic receptor | CHO-K1 hM1, Fluo-8 calcium fluorescence, agonist mode; 0% DMSO, 100% acetylcholine EC100 | actives 0.33% (n = 360,000) | activation, % at 3 µM | AID 588814;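 active means activation above the run's mean compound activation plus 3 SD, cut at about 16% in these data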;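 further: peak over basal fluorescence ratio within a 140 s kinetic read after compound addition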
Target sequence (P11229 whole entry, looked up): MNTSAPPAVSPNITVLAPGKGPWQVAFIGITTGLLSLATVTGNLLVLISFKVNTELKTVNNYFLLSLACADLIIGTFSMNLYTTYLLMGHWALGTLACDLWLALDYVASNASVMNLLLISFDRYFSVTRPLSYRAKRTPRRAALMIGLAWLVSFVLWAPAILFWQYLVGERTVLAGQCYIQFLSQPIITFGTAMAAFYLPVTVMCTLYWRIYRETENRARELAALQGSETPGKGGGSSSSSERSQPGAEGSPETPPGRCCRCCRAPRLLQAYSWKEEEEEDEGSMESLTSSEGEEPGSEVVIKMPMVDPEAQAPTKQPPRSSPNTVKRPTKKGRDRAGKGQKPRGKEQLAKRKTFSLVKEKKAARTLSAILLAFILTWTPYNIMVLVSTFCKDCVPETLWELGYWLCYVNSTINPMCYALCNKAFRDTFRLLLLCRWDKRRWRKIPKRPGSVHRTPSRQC
CHO-K1 Ca PAM = M1 PAM counterscreen hit in parental CHO-K1 cells; ATP EC20, Fluo-8 calcium fluorescence; 0% at ATP EC20, 100% at ATP max; actives 0.02% (n = 360,000); AID 602247; activation, % at 3 µM;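 active means activation above the run cutoff, the mean activation of all test compounds plus 3 SD, cut at about 40% in these data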;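 further: peak over basal fluorescence ratio in a 140 s read after ATP addition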
CHO-K1 Ca antag = counter-screen for M1 antagonists: effect in parental CHO-K1 cells. ATP-induced calcium, Fluo-8 fluorescence. inhibition, % at 3 µM. actives 0.6% (n = 360,000). AID 602250;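 active means inhibition above a per-plate cutoff, the plate's mean sample inhibition plus 3 SD, cut at about 24% in these data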;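 further: 0% = DMSO plus EC80 ATP and 100% = DMSO alone without ATP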
M1 antag = antagonists of human M1 muscarinic receptor. P11229. CHO-K1 hM1, Fluo-8 calcium fluorescence, ACh EC80 antagonist. inhibition, % at 3 µM. actives 1.3% (n = 360,000);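 active means percent inhibition above its own plate's cutoff, namely the mean of that plate's compound wells plus 3 SD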;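 further: peak over basal fluorescence ratio during 140 s after agonist addition; 0% = ACh EC80 plus DMSO and 100% = DMSO alone without agonist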
M1 ag parental = counter-screen for M1 agonists: effect in parental CHO-K1 cells; activation, % at 3 µM; Fluo-8 calcium fluorescence; scaled to maximal ATP response, vehicle zero; AID 602248; actives 0.48% (n = 360,000); in the data active means activation above about 15%;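 further: untransfected CHO-K1 host cells lacking M1 receptor as counterscreen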
OXTR potentiate = potentiates the human oxytocin receptor response | P30559 | CHO-OTR cells, Fluo-8 calcium fluorescence, potentiator mode; 0% = oxytocin EC15, 100% = EC100 | activation, % at 3 µM | actives 0.061% (n = 320,000) | AID 2445;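 active means activation above that plate's cutoff, the mean activation of tested compounds plus 3 SD, cut at about 6.6% in these data, passing the limit was not always enough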;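 further: 100% uses oxytocin at 75 nM as the full agonist control; some results filed as inactive read as strong as hits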
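Dosing: Single dose, 3.0 µM nominal final compound concentration | Material: Human OTR in CHO cells | Technique: Kinetic Fluo-8 calcium fluorescence | Benchmarks: EC15 oxytocin alone as 0%, 75 nM oxytocin as 100% | Probe or stimulus: Oxytocin at about EC15, sub-maximal agonist stimulus | Incubation: Compound 6 min at room temperature before oxytocin, 100 s read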
TAAR1 antag = human TAAR1 antagonism; inhibition, % at 3 µM; CHO RD-HGA16 TAAR1, Fluo-8 calcium fluorescence, antagonist; Q96RJ0; AID 624466; actives 1.5% (n = 360,000);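 active means inhibition above a per-plate cutoff, the mean inhibition of test compounds on that plate plus 3 SD, cut at about 49% in these data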;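 further: 0% = DMSO plus EC80 beta-PEA response and 100% = DMSO alone without agonist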
Target sequence (Q96RJ0 whole entry, looked up): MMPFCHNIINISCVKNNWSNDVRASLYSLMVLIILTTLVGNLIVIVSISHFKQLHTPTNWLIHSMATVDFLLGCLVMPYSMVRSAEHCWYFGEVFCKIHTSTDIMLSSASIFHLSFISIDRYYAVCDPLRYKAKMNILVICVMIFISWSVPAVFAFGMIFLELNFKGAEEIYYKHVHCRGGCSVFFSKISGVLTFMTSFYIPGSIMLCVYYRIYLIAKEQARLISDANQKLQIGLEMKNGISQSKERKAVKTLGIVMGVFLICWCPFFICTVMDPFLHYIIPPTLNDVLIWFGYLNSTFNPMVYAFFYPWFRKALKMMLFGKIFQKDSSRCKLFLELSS
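Test system: RD-HGA16 CHO cells with stable hTAAR1 and Gα16 / Probe or stimulus: EC80 β-phenethylamine stimulus / Times: seeding 17-24 h prior, 75-min 37 °C, 30-min RT dye loading / Detection: Fluo-8 calcium-sensitive fluorescence / Read-out basis: % inhibition scaled between DMSO and EC80 PEA controls / Repeats: singlicate, one well per test compound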
TAAR1 ag = agonists of human TAAR1; Q96RJ0; CHO RD-HGA16 TAAR1, Fluo-8 calcium fluorescence; vehicle wells 0%, saturating PEA agonist 100%; activation, % at 3 µM; actives 0.99% (n = 360,000);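 active means activation above the mean activation of all test compounds in the run plus 3 SD, cut at about 38% in these data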
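Assay system: CHO-derived RD-HGA16 cells with stable Gα16 and human TAAR1; timing: 17-24 h seeding, 75 min 37 °C dye, 30 min RT; read-out: % activation from peak over basal fluorescence ratio, DMSO-to-PEA scaled; measured by: kinetic Fluo-8 calcium fluorescence; benchmarks: low control DMSO, high control PEA (EC100); doses: 3 µM single concentration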
* hit, by the source's call; x = not tested or not shown. Rows are unselected; 4.2% or so of the library scored in one or more.

Structure	CHO-K1 Ca PAM	TAAR1 antag	M1 ag parental	TAAR1 ag	CHRM1 agonist	CHO parental Ca	CHO-K1 Ca antag	M1 antag	OXTR potentiate
COc1cc2c(cc1OC)C(c1ccccc1)N(Cc1ccc(S(=O)(=O)NC(=O)c3ccco3)cc1)CC2 (stereo not given)	-1	-29	0.3	5	x	x	-15	x	x
COc1ccc(-c2nc3cc(C)c(Br)c(C)n3c2CC2CCCCC2)cc1OC	13	-24	0.3	1	x	x	-22	x	x
COc1ccccc1NC(NC(=O)c1ccccn1)C(Cl)(Cl)Cl (stereo not given)	17	-19	0.3	0	-3	-20	-8	3	-4
COc1ccccc1CN(C)C(=O)CN1CCN(C(=O)c2cccs2)CC1	6	6	-0.1	3	-5	-19	-6	-9	3
Cc1ccc([N+](=O)[O-])cc1NC(=O)Nc1ccc(S(N)(=O)=O)cc1	-26	20	0.3	-1	-4	-1	-14	8	-3
O=C(NCC1COc2ccccc2O1)c1ccccc1 (stereo not given)	26	-3	-0.3	3	-3	-17	-12	-4	-2
CCNc1nc(NC(C)C)nc(-c2ccncc2)n1	3	x	-0.1	x	-3	x	2	-8	x
COc1ccc(CN=CC2=C(O)CC(C)(C)CC2=O)cc1	-4	-10	-0.1	8	-6	-8	4	11	-1
O=C(COC(=O)COc1ccc(Cl)cc1Br)NC1CC1	12	-13	0.2	2	-4	-4	-8	-10	-4
C=CCNc1ncnc2c1ncn2[C@H]1CN(Cc2ccccc2)C[C@@H](CO)O1	7	-22	0.0	1	-1	x	-5	-6	x
O=C(O)CN=C(NS(=O)(=O)c1ccccc1)c1ccccc1	4	9	0.2	4	1	-6	-5	-1	-4
Cc1cccc(NC2=C(NC(=O)c3ccccc3)C(=O)c3ccccc3C2=O)c1	4	-8	0.5	1	-4	-28	-8	2	9
Cc1ccc(S(=O)(=O)N2CCC(=O)N(C(COCc3ccc(Cl)cc3)Cc3ccccc3)CC2)cc1 (stereo not given)	6	22	-0.1	0	-1	1	-6	8	-10
C=CCN(CC=C)S(=O)(=O)c1ccc(C(=O)Nc2nnc(CSC)o2)cc1	15	-11	-0.6	5	-4	3	-8	-15	4
CC(=O)NCCc1nc2ccccc2n1CCOc1cccc(C)c1	23	-8	1.7	2	-3	4	-10	-13	-4
Cc1ccccc1NC(=O)C1CCN(c2cc(-c3ccccc3)nc3ncnn23)CC1	22	16	0.3	6	-2	-15	-9	-5	-6
CCOc1ccccc1N1CC(C(=O)N2CCc3ccccc3C2)CC1=O (stereo not given)	22	15	3.0	7	-1	-15	-14	-48	-3
CCOc1ccccc1NC(=O)/C(C#N)=C/c1c(C)nn(-c2ccc(F)cc2)c1Cl	-2	-10	-1.1	11	-2	-19	5	-1	-2
COc1ccc(NC(=O)CCN2C(=O)c3cccc([N+](=O)[O-])c3C2=O)cc1	-4	-19	-0.7	0	-1	1	8	-9	-2
O=C(NCc1ccccc1)c1cccc(NC(=O)c2ccccc2)c1	1	6	2.4	2	5	x	-10	-6	x
CC(C)(CC(=O)O)CC(=O)Nc1ccc(Oc2ccc(C(C)(C)C)cc2)nc1	-4	-7	0.0	5	-2	-10	-2	-14	-4
CCOC(=O)c1ccc(NC(=O)c2ccccc2[N+](=O)[O-])cc1	-4	-11	0.6	4	-7	-3	4	-2	-11
COc1ccccc1C(=O)NC(=O)COC(=O)C1(C)CC1(Cl)Cl (stereo not given)	-1	-11	0.0	7	-1	-19	-1	-14	-11
CNCCOc1nc(N2CCOCC2)nc(C)c1[N+](=O)[O-]	12	-12	0.0	1	-3	-7	-2	-3	-15
O=C(N/N=C/c1c(F)c(F)c(F)c(F)c1F)c1cc(-c2ccccc2)nc2ccccc12	2	-24	0.1	6	-5	-6	-1	1	-14
Cc1ccc(NS(=O)(=O)c2ccc(Cl)c(NC(=S)NC(=O)C3CCCCC3)c2)cc1Cl	-6	29	-0.1	3	-4	-31	2	10	-10
Cn1c(=O)cc(N2CCN(C(=O)c3ccco3)CC2)[nH]c1=O	0	-14	0.9	1	-4	-6	-8	-15	-2
Cc1ccc(N(CC(=O)NC(C)(C)C)C(=O)CCC(=O)Nc2nccs2)c(C)c1	13	-10	0.4	3	-2	x	-10	-7	x
COc1ccc(NC(=O)CCSCCc2ccccn2)cc1OC	10	-17	2.8	-3	2	10	-15	-18	-23
CCn1cc(CN2CCN(Cc3ccc(OC)c(C)c3C)C(CCO)C2)c(C)n1 (stereo not given)	-7	13	-0.6	0	-8	-29	21	0	-2
COc1ccc(S(=O)(=O)N2CCOCC2)cc1NC(=O)c1cc(=O)[nH]c2ccccc12	14	-5	0.5	4	-3	-15	-26	-9	-5
COc1cccc(NC(=S)N(CCN(C)C)C(C)c2ccco2)c1 (stereo not given)	22	-6	0.9	3	-6	2	-6	-2	-3
CCCN1C(=O)C(=O)N(CC(=O)c2cc(C)n(C3CC3)c2C)C1=O	-2	-13	0.9	6	-4	-1	-8	-13	-10
O=C(NCc1ccco1)Nc1ccc2snnc2c1	8	17	3.3	6	2	7	1	-1	-15
COc1ccccc1C1CC(c2ccc(C)cc2)Nc2ncnn21 (stereo not given)	-1	8	0.9	13	-4	-7	4	0	-11
O=C(N/N=C/c1ccco1)c1cccc(NC(=O)c2ccccc2Cl)c1	-14	10	2.5	1	-1	-7	-7	-3	-9
CCOC(=O)c1c(NCc2ccc3c(c2)OCO3)c2ccccc2[nH]c1=O	19	3	4.1	10	3	-23	-3	-13	-4
CC(=O)Nc1ccc2nc(CN3CCC(CO)(CCc4ccccc4)CC3)ccc2c1	14	-17	0.8	2	-7	-5	-23	-20	-16
O=C1[C@H]2[C@@H](C(=O)N1c1cc(Cl)cc(Cl)c1)[C@]1(C(=O)Nc3ccccc31)N1CCC[C@@H]21	0	-3	0.2	11	-3	-21	-2	5	-1
COc1cc(NS(=O)(=O)c2ccc(N/C=C(\C#N)c3nc4ccccc4o3)cc2)nc(OC)n1	20	8	0.3	-4	-5	-33	1	-10	-7
NC(=O)NNc1cccc(Cl)n1	3	11	-0.4	2	-4	1	-4	-2	-8
O=S(=O)(c1cccs1)N1CN(Cc2ccc(F)cc2)c2nc3ccccc3nc21	15	-25	1.0	3	-3	-32	-7	-3	-1
COCCOC(=O)C1=C(C)N=c2s/c(=C\c3cccs3)c(=O)n2C1c1cccs1 (stereo not given)	22	21	1.5	10	-4	-13	-10	2	-4
CCOC(=O)C1=C(C)NC(C)=C(C(=O)OCC)C1C(=O)OCC(=O)NC1CCCCC1	-8	61*	5.6	18	1	-4	-3	24	-4
O=C(Nc1ccc(Nc2ccncc2)cc1)c1ccc(Nc2ccnc3ccc([N+](=O)[O-])cc23)cc1	14	-6	0.7	0	-6	x	1	-10	x
COc1ccc(OC)c(S(=O)(=O)N2CCC(C(=O)N3CCCC3)CC2)c1	18	-3	0.6	-2	-3	7	-10	-5	1
COc1ccc(Oc2c(C(F)(F)F)oc3cc(OCC(=O)O)ccc3c2=O)cc1	11	-24	-0.4	3	-9	-12	-2	-3	1
CCC(C)N1CCNCC1 (stereo not given)	-14	-4	-0.1	1	-7	-15	25*	-9	-17
CCCc1nc2cc(C)c(Br)c(C)n2c1CC1CCCCC1	15	-22	0.3	-1	x	x	-11	x	x
CC(=O)N1CCN(c2nc3ccc([N+](=O)[O-])cc3s2)CC1	-7	-2	3.5	1	1	15	-11	-17	-23
CCOc1ccccc1NC(=O)c1ccc2c(=O)n3c(nc2c1)CCCCC3	8	3	1.1	1	-4	1	-18	-1	-13
CC1CCCC(C)N1NC(=O)Cc1ccccc1 (stereo not given)	4	-9	0.5	-1	-2	-14	-9	-11	-4
CCCNC(=O)c1cc(OC)c(OC)cc1[N+](=O)[O-]	-9	-5	0.0	7	-3	-7	-4	1	-5
Cc1cc(NC(=O)CCCC(=O)O)nc(C)n1	0	-15	0.3	7	-1	1	3	-19	-5
COCCCNC(=O)c1c[nH]c2ccc(S(=O)(=O)N3CCC4(CC3)OCCO4)cc2c1=O	-8	-7	0.2	2	-2	-6	-4	1	-3
O=C(Nc1ccccc1C(=O)N1CCOCC1)c1ccco1	20	-5	0.4	3	0	2	-8	-33	-4
CC(=O)c1c(N2CCN(c3ccccn3)CC2)nc(=S)n(-c2ccccc2)c1C	25	2	1.5	0	-11	-20	-15	-1	-11
